Screening data: PubChem BioAssay, National Center for Advancing Translational Sciences (NCATS)
PKM2 act: increases activity of human pyruvate kinase M2 | P14618 | Potency, µM (series often up to 57.5 µM), for the others: top-dose activation, hits mostly activators | purified PKM2, Kinase-Glo ATP luminescence, activation; response scale: 0% is enzyme alone, no compound | hit rate 0.34% among 260,000 | AID 1631; further: potency means the concentration at half of the fitted maximal effect; nearly all actives have a fitted effect of over 55% in size
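Purified hPK-M2 (>95%) run at intermediate activity with 0.1 mM ADP and 0.5 mM PEP in 50 mM imidazole pH 7.2, KCl, MgCl2; 1 h room temperature. ATP formed read by Kinase-Glo luminescence; normalized to uninhibited and no-enzyme controls.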
BCR signal inh: chronic active BCR signaling inhibition; ABC-DLBCL IkBa-CBG/CBR reporter, luminescence ratio, 4 h; Potency, µM (titrated, usually from 46.1 µM), for the others: at the highest dose ratio change, negative = lower green/red ratio, most hits filed as inhibitors; hit rate 0.05% among 340,000; active means well fitted inhibition curve with a large enough effect in the signal ratio, with a control signal flat, not every such curve was filed as active; inconclusive means small, poorly fitted or top-dose-only effect, or effect the other way, or a change in a side signal; the % refers to the signal ratio;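 further: potency means the concentration at half of the fitted maximal effect; plate controls were basal doxycycline-induced cells for no effect and cells given 10 µM MG132 for full effect; MG132 reads +100%, hits lower the ratio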
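Cell line TMD8 (human ABC DLBCL), stably expressing tet-inducible CBG68-IkBa fusion and CBR; IMDM/0.5% FBS; cpd up to 46 uM; dox induction, 4 h, 37C/5% CO2; dual luminescence; green/red ratio; MG132 control.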
Giardia kill: kills Giardia lamblia | hit rate 0.15% among 340,000 | Giardia lamblia trophozoite viability | AID 540267 | activity change, % at 7.66 µM, hits read low; in the data active means activity change below about -80%; inconclusive means between about -30% and that limit;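 further: parasites exposed to compound for two days anaerobically before the ATP read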
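Anaerobic 48 hrs incubation at 37 deg C of 100 trophozoites/well with test compounds; ATPLite 1-Step luminescence, 15-30 min RT, reports cellular ATP as viability.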
Eya2 phos inh: Eya2 (human) phosphatase inhibition; recombinant Eya2, OMFP fluorescence dephosphorylation (OMFP is methylfluorescein phosphate); Potency, µM (top dose mostly 76.9 µM), without a hit: top-dose activity, negative = inhibition, hits mostly inhibitors; O00167; hit rate 0.006% among 330,000; further: potency means the concentration at half of the fitted maximal effect
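Eya2 protein (added as 0.2 uM solution) was preincubated with compound for 10 min at ambient temperature in 50 mM HEPES pH 7.5, 50 mM NaCl, 5 uM MgCl2, 0.05% BSA, 1 mM DTT. OMFP (added at 50 uM) then reacted 10 min; fluorescence read at 485/525 nm.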
USP2a inh: blocks human ubiquitin-specific protease USP2a | USP2 core, Ub-CHOP2 coupled fluorogenic reporter, 485/531 | Potency, µM (series often up to 38.3 µM), inactives show top-dose activity change, negative = inhibition, most hits filed as inhibitors | hit rate 0.01% among 330,000 | AID 463254;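 further: potency means the concentration at half of the fitted maximal effect; plate controls were DMSO wells for no effect and full inhibition by NEM control for full effect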
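USP2 core (10nM final) preincubated 30min RT with compound in 20mM Tris-HCl pH 8.0, 2mM CaCl2, 2mM beta-mercaptoethanol, 0.05% CHAPS; 25nM Ub-CHOP2 plus 25nM reporter substrate added, fluorescence (Ex485/Em531) read after 60min.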
GALK inhibitor: blocks human galactokinase activity | P51570 | Purified GALK, Kinase-Glo residual ATP luminescence | Potency, µM (titrated, usually from 57.5 µM), for inactives: top-dose activity change, negative = inhibition, hits mostly inhibitors | hit rate 0.007% among 270,000 | AID 1868; further: potency means the concentration at half of the fitted maximal effect
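Luminescence from leftover ATP (Ultra-Glo luciferase/luciferin) served as read-out after a 1 h room-temperature reaction of 5 nM GALK with 35 uM ATP and 100 uM galactose.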
uPA generation: inhibitors of cell surface uPA generation; cell surface uPA generation assay, qHTS; AID 540303; hit rate 0.31% among 330,000; Potency, µM (top dose mostly 38.3 µM), for inactives: at the highest dose activity change, negative = inhibition, most hits filed as inhibitors; active means well fitted inhibition curve with a large enough effect; inconclusive means small, poorly fitted or top-dose-only effect; inactive means no such curve, though single readings can be large or run the other way; tested in mouse RAW 264.7 cells; further: potency means the concentration at half of the fitted maximal effect; nearly all actives have a fitted effect of over 55% in size
hERG WT inh: blocks the wildtype human KCNH2 potassium channel; activity change, % at 1.84 µM; AID 720551; U2OS, BacMam KCNH2, thallium flux FluxOr; stronger effect = lower value; Q12809; hit rate 0.37% among 340,000;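 active means maximum activity change below -70%; inconclusive means maximum activity change between -70% and -50%; inactive means maximum activity change above -50%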
Target sequence (Q12809 whole entry, looked up): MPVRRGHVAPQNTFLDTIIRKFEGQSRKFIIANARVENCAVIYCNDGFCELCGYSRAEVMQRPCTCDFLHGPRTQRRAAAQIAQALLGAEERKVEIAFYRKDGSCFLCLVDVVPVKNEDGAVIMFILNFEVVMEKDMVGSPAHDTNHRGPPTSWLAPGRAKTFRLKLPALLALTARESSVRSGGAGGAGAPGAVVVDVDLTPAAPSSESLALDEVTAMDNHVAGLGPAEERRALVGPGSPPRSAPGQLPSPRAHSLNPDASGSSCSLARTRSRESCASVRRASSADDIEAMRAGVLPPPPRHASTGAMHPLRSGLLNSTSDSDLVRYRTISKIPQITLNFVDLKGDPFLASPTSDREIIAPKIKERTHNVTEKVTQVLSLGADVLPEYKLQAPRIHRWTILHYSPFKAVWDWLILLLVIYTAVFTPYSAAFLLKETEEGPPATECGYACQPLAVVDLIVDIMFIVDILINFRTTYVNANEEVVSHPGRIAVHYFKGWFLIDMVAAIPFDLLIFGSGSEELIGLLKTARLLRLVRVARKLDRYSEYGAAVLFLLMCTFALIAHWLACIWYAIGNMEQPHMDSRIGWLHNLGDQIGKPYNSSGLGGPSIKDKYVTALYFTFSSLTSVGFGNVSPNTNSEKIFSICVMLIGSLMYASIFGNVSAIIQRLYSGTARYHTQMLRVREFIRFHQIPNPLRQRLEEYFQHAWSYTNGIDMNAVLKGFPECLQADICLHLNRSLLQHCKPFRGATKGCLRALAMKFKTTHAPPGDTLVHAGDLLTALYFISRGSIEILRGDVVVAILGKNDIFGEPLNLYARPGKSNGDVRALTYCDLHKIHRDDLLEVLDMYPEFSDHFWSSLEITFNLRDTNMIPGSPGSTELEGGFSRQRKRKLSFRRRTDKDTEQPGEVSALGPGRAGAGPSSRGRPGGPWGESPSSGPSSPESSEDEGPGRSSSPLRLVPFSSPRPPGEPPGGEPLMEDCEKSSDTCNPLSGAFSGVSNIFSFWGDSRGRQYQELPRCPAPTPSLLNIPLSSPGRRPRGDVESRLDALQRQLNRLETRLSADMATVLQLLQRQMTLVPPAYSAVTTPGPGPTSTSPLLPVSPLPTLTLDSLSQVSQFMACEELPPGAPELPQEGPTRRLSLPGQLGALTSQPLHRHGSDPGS
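U2OS cells were transduced with wild-type KCNH2 virus (2.03 x 10^8 / mL) for 4 h at room temperature, then cultured overnight at 37 C. Thallium flux was read with FluxOr dye. Rate constants were normalized to DMSO controls.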
KCNH2 3.1 block: blocks the human KCNH2 3.1 channel isoform; U2OS KCNH2 3.1, thallium flux FluxOr; stronger effect = lower value; activity change, % (tested at about 1.8 µM); hit rate 0.95% among 340,000;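 active means maximum activity change below -70%; inconclusive means maximum activity change from -70% to -50%; inactive means maximum activity change above -50%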;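 further: thallium influx rate constant from kinetic fluorescence after stimulation buffer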
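Thallium flux via FluxOr fluorescence (Red40 quencher, 45 min loading) in U2OS cells virally expressing the KCNH2 3.1 isoform (1.77 x 10^8 /mL virus, overnight at 37 C). Rate constants from 2-min kinetic reads post-stimulation, normalised to positive and negative controls.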
Coupling enz: counter-screen for Giardia aldolase inhibitors: coupling enzyme system. coupling enzyme system counterscreen, AmpLite Red fluorescence. hit rate 0.67% among 290,000. activity change, negative = inhibition, % at 58.2 µM, hits read low; in the data active means activity change below about -30%
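Fluorescence at 525 nm excitation and 598 nm emission measured inhibition of the coupled detection system without aldolase. Compounds (at 57.5 uM final) were preincubated 10 min at room temperature with coupling enzyme reagent before a 20 min substrate/AmpLite Red step.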
B2AR arrestin: recruits beta-arrestin to the human beta2-adrenergic receptor. P07550. beta-arrestin recruitment to beta2AR, cell-based reporter. Potency, µM (doses to about 46.1 µM), for the others: at the highest dose activation, usual class: activators. hit rate 0.02% among 330,000;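 further: potency means the concentration at half of the fitted maximal effect; 0% = DMSO controls and full agonism = EC100 isoproterenol or metaproterenol; nearly all actives have a fitted effect of over 65% in size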
* = called active by the depositor; ? = inconclusive; nt = no result given; [ ] = remark or other dose. Unless noted, the call rests on the fitted dose curve; in most records, active means well fitted curve in the direction sought with a large enough effect; inconclusive means small, poorly fitted or top-dose-only effect, or another doubt; inactive means no such curve, though single readings can be large; an effect the other way counts as inactive or inconclusive. Unless noted, on the % scale 0 is the no-effect control and ±100 the full control effect.

SMILES	PKM2 act	BCR signal inh	Giardia kill	Eya2 phos inh	USP2a inh	GALK inhibitor	uPA generation	hERG WT inh	KCNH2 3.1 block	Coupling enz	B2AR arrestin
O=C1NC(=O)C(CC(=O)N(Cc2cccs2)C2(C(=O)NC3CCCC3)CCCCC2)N1 (stereo unspecified)	1%	?	10	-20%	5%	-2%	-1%	4	-2	3	-1.5%
CN(O)/C=C1\C(=O)Nc2ccccc21	-1%	6%	-8	14%	3%	2%	3%	0	3	1	-0.7%
COc1ccc(OC)c(NC(=S)NCc2cccs2)c1	-1%	?	-9	5%	1%	1%	0%	-9	1	2	-0.2%
Cn1c(=O)c2c(ncn2CC(=O)OCC(=O)Nc2cc(Cl)ccc2Cl)n(C)c1=O	8%	-1%	-9	4%	6%	0%	1%	2	-6	3	-1.5%
Cc1ccc([N+](=O)[O-])cc1S(=O)(=O)n1ccnc1C	4%	1%	18	-10%	0%	2%	1%	0	14	1	0.2%
CCCCNCc1cc(OC)c(OCC(N)=O)cc1Br	14%	-4%	-3	8%	2%	-3%	nt	13	1	-1	-0.6%
Cc1ccc(C2CC(c3cccc(C)c3)n3ncnc3N2)cc1 (stereo unspecified)	?	1%	-19	-1%	0%	0%	1%	-3	7	0	0.3%
Cc1ccc(OCCCn2c(=O)oc3ccccc32)cc1	3%	9%	-6	-3%	0%	0%	2%	5	11	1	-0.1%
CCN1CCN(CC(=O)Nc2ccc3c(c2)OCO3)C(=O)C1=O	0%	0%	-11	-17%	-1%	0%	0%	3	10	-1	-0.7%
CC(Sc1nnc2ccccn12)C(=O)Nc1ccc(Cl)cn1 (stereo unspecified)	-3%	4%	-5	-10%	1%	-4%	14%	1	4	0	-0.1%
COc1ccc(C(=O)Nc2cccc(-c3ccc4nncn4n3)c2)cc1	0%	-6%	-15	2%	-1%	3%	-2%	-7	0	0	0.0%
CC1CCCN(S(=O)(=O)c2ccc(C(=O)Nc3sc4c(c3C(N)=O)CCN(C)C4)cc2)C1 (stereo unspecified)	0%	-2%	55[activator]	2%	4%	-6%	7%	8	9	nt	4.5%
CSc1ccccc1C(=O)C1CCCN(C(=O)c2cncs2)C1 (stereo unspecified)	nt	0%	-14	5%	2%	2%	-12%	2	-17	0	0.2%
CC1CC(C)CN(CCCNC(=O)c2csc3c2CCCC3)C1 (stereo unspecified)	5%	4%	5	-9%	-1%	-2%	-3%	50	-45	0	-0.2%
O=C(O)CSCC(=O)N1CCCN(c2nccc(C(F)(F)F)n2)CC1	nt	1%	-18	2%	-1%	9%	3%	2	9	2	-0.2%
CCNc1ccc(S(=O)(=O)N(C)C)cc1NCC(=O)Nc1c(F)cccc1F	7%	?	16	4%	2%	-4%	-4%	-2	-15	0	-0.3%
CN(CC(=O)Nc1ccc(N2CCOCC2)cc1)CC(=O)Nc1ccccc1[N+](=O)[O-]	-8%	?	-9	-10%	3%	-1%	-1%	-6	-27	0	-0.2%
COc1cc(C2=Nc3ccc(Br)cc3C(c3ccccc3)N2CC(=O)NN)cc(OC)c1OC (stereo unspecified)	0%	-4%	-22	-25%	-1%	0%	4%	4	-12	2	0.0%
CCOc1ccc2nc(NC(=O)C3CCCO3)sc2c1 (stereo unspecified)	8%	-29%	-28	-4%	1%	-1%	-3%	3	10	0	0.1%
O=C(Cn1cnnn1)NCc1ccccc1	2%	0%	0	7%	0%	7%	2%	-11	0	6	0.1%
O=C(NC1CCN(S(=O)(=O)c2ccccc2F)CC1)c1cccnc1	0%	-9%	?	8%	-1%	0%	1%	2	3	3	-0.3%
Cc1ccc(OCCC(=O)Nc2ccc(F)c(Cl)c2)cc1	-14%	-6%	-12	-4%	5%	-1%	-1%	-3	-8	-1	0.3%
CSCCC(NC(=O)COc1ccccc1)C(=O)N1CCCC(C(F)(F)F)C1 (stereo unspecified)	nt	11%	-15	-12%	0%	nt	6%	-4	-3	nt	-0.4%
Cc1ccc(NC(=O)c2ccc(COc3ccccc3)o2)nc1	0%	?	-10	-8%	2%	3%	0%	-5	-13	nt	-0.9%
c1ccc2c(c1)ncc1cccn12	0%	-6%	-4	4%[15.4 µM]	3%	-1%	-4%	-8	11	0	0.4%
COc1cc(C(=S)NCc2ccccc2)cc(Br)c1O	2%	14%	22	4%	4%	-3%	4%	-1	0	4	-0.1%
Cc1nnc(NC(=O)c2cc3ccccc3o2)s1	nt	?	-5	-5%	6%	-5%	-6%	-4	-6	-7	-0.2%
CCOc1ccc(-c2nc(-c3ccccc3C)no2)cc1	-14%	?	nt	-9%	1%	2%	nt	nt	nt	-3	-0.4%
COc1ccc(C(=O)c2c3ccc(C(F)(F)F)cc3[n+]([O-])n2CCCC(N)=O)cc1	nt	?	28	13%	1%	nt	3%	23	-8	nt	-0.1%
CCOC(=O)c1ccc(NC(=O)C23CCC(C)(C(=O)O2)C3(C)C)cc1 (stereo unspecified)	-14%	6%	-9	-20%	1%	-4%	2%	4	-3	-3	-1.6%
CCOc1ccc2[nH]c(=O)c(C(c3nnnn3CC3CCCO3)N3CCc4ccccc4C3)cc2c1 (stereo unspecified)	2%	-1%	7	-3%	-1%	14%	nt	8	7	-30*	-0.2%
Cc1cc(N=Nc2ccc(Cl)cc2)cc(CN2CCCC2)c1O	-6%	0%	2	-3%	1%	nt	-25%	4	23	-10	-0.1%
CCCCCN(C(=O)CCC(=O)OCCOc1ccc(OC)cc1)c1c(N)n(CCCC)c(=O)[nH]c1=O	nt	-1%	36[activator]	13%	-1%	nt	0%	-19	0	nt	-0.3%
O=C(c1ccc(-c2ccccc2)c(F)c1)C1CCCN(CCCn2cccn2)C1 (stereo unspecified)	-13%	-4%	20	4%	-1%	4%	-3%	8	-40	-1	-0.4%
O=C(NCC1COc2ccccc2O1)c1ccc(F)c(S(=O)(=O)N2CCOCC2)c1 (stereo unspecified)	nt	0%	-5	13%	-1%	nt	0%	-3	-2	nt	-0.4%
CCN(CC(=O)Nc1cc(Cl)ccc1C)C(=O)C1CC(=O)N(Cc2ccccc2)C1 (stereo unspecified)	nt	9%	1	-11%	-2%	nt	-11%	6	-6	nt	-0.9%
COc1ccc(C(=O)Nc2ccccc2)cc1NC(=O)c1cccs1	1%	?	-6	-5%	0%	-2%	-4%	20	-10	nt	0.5%
Cc1cc(Br)cc(C)c1OCC(=O)NNC(=O)c1cccs1	1%	0%	2	6%	-2%	0%	0%	-8	-13	6	0.1%
O=C(COc1cccc(C(F)(F)F)c1)NCCCN1CCCC1=O	0%	-1%	15	-27%	3%	0%	nt	11	-7	0	-0.1%
c1ccc(-c2nnc3sc(CN4CCc5ccccc54)cn23)cc1	7%	7%	-10	-22%	1%	0%	?	2	17	-1	3.3%
CCCCn1c(/N=C/c2ccc3c(c2)OCO3)nc2ccccc21	-4%	1%	17	24%	-1%	3%	-11%	20	-9	4	-0.7%
C=CCSc1nc2c(c(C3CC=CCC3)c1C#N)CCC2 (stereo unspecified)	-13%	?	-1	4%	1%	-4%	-4%	-18	-27	6	-0.6%
CCOc1cc(N2CCOCC2)c(OCC)cc1NC(=O)c1[nH]c(C)c(C(C)=O)c1C	nt	0%	-6	3%	1%	nt	1%	0	4	nt	0.0%
Cc1cc(NC(=O)c2ccccc2)ncc1NC(=O)c1ccco1	-57%	?	-18	0%	-1%	11%	-3%	4	1	-12	0.3%
Cc1ccc(S(=O)(=O)N2c3ccccc3-c3c(ssc3=S)C2(C)C)cc1	-2%	13%	-19	2%	0%	0%	?	4	-2	5	-0.1%
Cc1ccc(NC(=O)c2ccc3c(=O)n4c(nc3c2)CCC4)cc1S(=O)(=O)N(C)C	nt	1%	1	-9%	0%	nt	0%	2	1	nt	0.0%
COc1ccc(CC(=O)NCC2CCCN(Cc3cccc(C(F)(F)F)c3)C2)cc1 (stereo unspecified)	-3%	2%	13	1%	-1%	4%	2%	-7	0	1	0.1%
CC(=O)Nc1cc(C(=O)N2CCN(C)CC2)ccc1Sc1ccc(C)cc1	-5%	6%	10	30%	4%	4%	nt	-2	-2	1	0.2%

Among those listed so far, 2 contain a nitro group on carbon.
SMILES	PKM2 act	BCR signal inh	Giardia kill	Eya2 phos inh	USP2a inh	GALK inhibitor	uPA generation	hERG WT inh	KCNH2 3.1 block	Coupling enz	B2AR arrestin
Cc1ccc([N+](=O)[O-])cc1S(=O)(=O)n1ccnc1C	4%	1%	18	-10%	0%	2%	1%	0	14	1	0.2%
CN(CC(=O)Nc1ccc(N2CCOCC2)cc1)CC(=O)Nc1ccccc1[N+](=O)[O-]	-8%	?	-9	-10%	3%	-1%	-1%	-6	-27	0	-0.2%
